Pol beta inh = inhibitors of human DNA polymerase beta; Potency, µM (doses to about 114 µM), without a hit: at the highest dose activity change, negative = inhibition, hits mostly inhibitors; 1.3% of 340,000 active; Pol beta primer extension/strand displacement, fluorescence kinetic; P06746; AID 485314; also: % is scaled to controls: 0 for no effect and ±100 for the full control effect
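Pol beta (10 nM) was preincubated with compound for 15 min at room temperature. The reaction was then started with 50 nM substrate and read immediately and after a further 10 min at room temperature.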
G9a inh = blocks human histone lysine methyltransferase G9a. Q96KQ7. G9a H3K9 monomethylation, AlphaScreen, 2 h. Potency, µM (highest dose often 102 µM), without a hit: at the top dose activity, negative = inhibition, actives largely listed as inhibitors. 8.8% of 350,000 active; also: % is scaled to controls: 0 for no effect and ±100 for the full control effect; nearly all actives have a fitted effect of over 75% in size
Target sequence (Q96KQ7 913-1193 limits assumed): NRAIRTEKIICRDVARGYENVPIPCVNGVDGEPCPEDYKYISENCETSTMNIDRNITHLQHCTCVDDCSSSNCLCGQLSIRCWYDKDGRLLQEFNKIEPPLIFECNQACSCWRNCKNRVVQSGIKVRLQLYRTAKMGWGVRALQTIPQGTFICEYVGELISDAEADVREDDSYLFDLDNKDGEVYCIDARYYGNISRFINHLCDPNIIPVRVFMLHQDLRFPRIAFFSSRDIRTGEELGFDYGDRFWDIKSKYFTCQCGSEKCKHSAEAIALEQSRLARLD
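Compounds were preincubated with 20 nM G9a for 15 min, after which biotinylated H3K9 peptide (500 nM) and SAM (20 uM) started a 2 h room-temperature reaction. Monomethylated product was quantified by antibody-based AlphaScreen chemiluminescence.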
POLK inh = DNA polymerase kappa (human) inhibition; Q9UBT6; purified Pol kappa, fluorescent DNA synthesis assay, 10 min; Potency, µM (series often up to 107 µM), without a hit: top-dose activity, negative = inhibition, hits mostly inhibitors; 0.53% of 400,000 active; also: % is scaled to controls: 0 for no effect and ±100 for the full control effect
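50 nM final substrate added after 15 min RT preincubation of 10 nM Pol kappa with compound; fluorescence read at 0 and 10 min.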
BAZ2B inh = blocks human BAZ2B; Q9UIF8; AlphaScreen BAZ2B-H3K14Ac peptide displacement; Potency, µM (titrated, usually from 114 µM), for inactives: at the top dose activity change, negative = inhibition, usual class: inhibitors; 4.4% of 360,000 active; also: % is scaled to controls: 0 for no effect and ±100 for the full control effect; nearly all actives have a fitted effect of over 60% in size
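Multi-concentration screen (max 110 uM) measuring displacement of acetylated histone H3 peptide from BAZ2B by AlphaScreen, using 50 nM protein, 50 nM peptide and 10 ug/mL streptavidin donor plus Ni-chelate acceptor beads.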
BLM inh = blocks DNA unwinding by human BLM helicase | P54132 | recombinant BLM DNA unwinding, fluorescence dequenching | Potency, µM (doses to about 56.1 µM), without a hit: at the highest dose activity change, negative = inhibition, hits mostly inhibitors | 0.2% of 350,000 active | AID 2528;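 also: plate controls were vehicle for no effect and no enzyme for full effect; nearly all actives have a fitted effect of over 35% in size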
Pol eta inh = blocks human DNA polymerase eta activity; Potency, µM (titrated, usually from 114 µM), without a hit: at the highest dose activity change, negative = inhibition, hits mostly inhibitors; recombinant Pol eta, fluorescent DNA replication assay; Q9Y253; AID 588591; 1.2% of 390,000 active; also: % is scaled to controls: 0 for no effect and ±100 for the full control effect
Target sequence (Q9Y253 whole entry, looked up): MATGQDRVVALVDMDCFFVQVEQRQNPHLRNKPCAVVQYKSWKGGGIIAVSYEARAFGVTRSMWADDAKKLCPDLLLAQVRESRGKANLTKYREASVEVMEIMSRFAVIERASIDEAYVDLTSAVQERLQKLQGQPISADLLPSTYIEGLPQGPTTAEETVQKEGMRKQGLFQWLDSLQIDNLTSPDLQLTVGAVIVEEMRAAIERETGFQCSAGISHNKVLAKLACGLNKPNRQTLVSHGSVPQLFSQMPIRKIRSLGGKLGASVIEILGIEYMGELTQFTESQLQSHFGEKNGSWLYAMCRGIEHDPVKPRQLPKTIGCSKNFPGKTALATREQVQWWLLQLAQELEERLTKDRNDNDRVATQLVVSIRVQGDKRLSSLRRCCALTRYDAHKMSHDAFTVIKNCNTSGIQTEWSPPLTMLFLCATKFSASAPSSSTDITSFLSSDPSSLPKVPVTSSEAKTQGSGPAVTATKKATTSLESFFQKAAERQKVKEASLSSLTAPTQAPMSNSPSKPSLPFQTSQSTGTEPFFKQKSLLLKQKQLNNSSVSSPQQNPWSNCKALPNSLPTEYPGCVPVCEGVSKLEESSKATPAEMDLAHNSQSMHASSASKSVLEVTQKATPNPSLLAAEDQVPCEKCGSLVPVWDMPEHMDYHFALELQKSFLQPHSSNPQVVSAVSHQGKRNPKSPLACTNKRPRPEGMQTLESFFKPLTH
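Pol eta at 10 nM preincubated with compounds 15 min at room temperature; reaction started with fluorescent substrate (50 nM final) and read kinetically at 0 and 10 min.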
APEX1 inh = APE1 (human) endonuclease inhibition | P27695 | recombinant APE1, TAMRA/BHQ-2 abasic DNA cleavage fluorescence | Potency, µM (titrated, usually from 65.8 µM), inactives show top-dose activity change, negative = inhibition, actives largely listed as inhibitors | 0.35% of 350,000 active | AID 2517;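 also: plate controls were vehicle for no effect and reference inhibitor for full effect; nearly all actives have a fitted effect of over 55% in size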
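Quantitative HTS: incision of a TAMRA/BHQ-2 double-stranded substrate bearing a tetrahydrofuran abasic site by 0.75 nM APE1 raises fluorescence. Substrate 50 nM final, added after 15 min compound preincubation at room temperature; progress as third-minus-first kinetic read difference.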
JMJD2A Tudor inh = blocks the human JMJD2A Tudor domain; O75164; AID 504339; 4.4% of 390,000 active; Potency, µM (series often up to 114 µM), for inactives: at the highest dose activity change, negative = inhibition, usual class: inhibitors; AlphaScreen JMJD2A-Tudor / H3K4me3 peptide binding; also: % is scaled to controls: 0 for no effect and ±100 for the full control effect; nearly all actives have a fitted effect of over 50% in size
POLI inh = blocks human DNA polymerase iota activity | Q9UNA4 | Pol iota fluorescent replication assay, 10 min | Potency, µM (series often up to 115 µM), for inactives: at the top dose activity, negative = inhibition, hits mostly inhibitors | 1% of 390,000 active
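Pol iota at 10 nM preincubated 15 min with compounds at room temperature; reaction started with fluorescent substrate, 50 nM final. Fluorescence read kinetically at 0 and 10 min; buffer-only wells as negative control.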
The depositor's hits bear a star; ? = inconclusive; · = no result given; [ ] = another dose, or the depositor's remark. Calls follow the shape of the dose curve; as a rule, active = well fitted curve in the direction sought with a large enough effect; inconclusive = small, poorly fitted or top-dose-only effect, or another doubt; inactive = no such curve, though single readings can be large; an effect the other way counts as inactive or inconclusive. Potency is read from the fitted curve at half-maximal effect. These rows are one share of the data, so the mix of outcomes need not match the whole.

Screens by letter: A = Pol beta inh; B = G9a inh; C = POLK inh; D = BAZ2B inh; E = BLM inh; F = Pol eta inh; G = APEX1 inh; H = JMJD2A Tudor inh; I = POLI inh
compound: COc1ccccc1C(=O)NCc1nc2cccnc2n1Cc1ccc(F)cc1
  A: -1% | B: 5%[59 µM] | C: -10%[60.1 µM] | D: 0% | E: 1% | F: 5% | G: · | H: -11% | I: -15%

compound: O=C1c2ccccc2NC(c2ccc3c(c2)OCCO3)N1c1ccc2c(c1)OCCO2 (stereo not given)
  A: 2% | B: ? | C: -9% | D: -6% | E: -5% | F: 0% | G: 9% | H: -28% | I: 7%

compound: OCCN1CCN(CC(O)COCC2COc3ccccc3O2)CC1 (stereo not given)
  A: 2% | B: ? | C: -13% | D: -25% | E: 0% | F: ? | G: 0% | H: -18% | I: -19%

compound: CCCCc1ccc(NC(=O)CSc2nc(=O)n(CCN(CC)CC)c3c2CCCC3)cc1
  A: · | B: ? | C: -24% | D: -7% | E: · | F: -15% | G: -8% | H: ? | I: 13%

compound: CCN1CCN(C(c2ccccc2F)c2nnnn2Cc2ccc3c(c2)OCO3)CC1 (stereo not given)
  A: 4% | B: -27% | C: 4% | D: -29% | E: 4% | F: 1% | G: 4% | H: -19% | I: 3%

compound: Cc1ccc(C(O)(c2ccccc2)c2ccccc2C(C)N(C)C)c(C)c1 (stereo not given)
  A: 20% | B: ? | C: -3% | D: -4% | E: -3% | F: -11% | G: 11% | H: -25% | I: 15%

compound: CC(=C/c1ccccc1)/C=N/Nc1nc(N2CCOCC2)nc(N2CCOCC2)n1
  A: -1% | B: 12%[59 µM] | C: 2% | D: -30% | E: -4% | F: -16% | G: -1% | H: -12% | I: 28%

compound: O=C(COc1ccc(Br)cc1)N1CCc2ccccc21
  A: ? | B: 71µM* | C: -12% | D: 3% | E: -8% | F: -20% | G: -3% | H: 6% | I: 3%[58.9 µM]

compound: O=C(Cn1c(=O)oc2ccccc21)Nc1ccc(Br)cc1
  A: -28% | B: -40% | C: -15% | D: -3% | E: 0% | F: -11% | G: 28% | H: -15% | I: 20%

compound: CCc1cc(C(=O)NCC(C)(C)N2CCOCC2)sc1C
  A: · | B: -33% | C: 4% | D: -7% | E: · | F: -6% | G: -9% | H: -1% | I: 9%

compound: CCN(c1ccccc1)S(=O)(=O)c1ccc(C(=O)Nc2cccc(C)n2)cc1
  A: · | B: 36%[12.7 µM] | C: -8% | D: 3% | E: · | F: -7% | G: -26% | H: -5% | I: -25%

compound: COc1cccc(NC(=O)C(C)n2c(=O)cc(C(F)(F)F)c3c(C)nn(C)c32)c1 (stereo not given)
  A: -20% | B: 5%[59 µM] | C: -19% | D: -11% | E: -7% | F: -3% | G: · | H: -15% | I: 8%

compound: CC(C)NCC(O)COCc1ccc(Cl)cc1 (stereo not given)
  A: ? | B: -2%[59 µM] | C: -6% | D: · | E: -2% | F: -1% | G: 6% | H: 5% | I: 4%

compound: Cc1ccc(C)c(NCc2n[nH]c(=S)n2-c2ccccc2)c1
  A: 57% | B: · | C: -4% | D: -2% | E: -6% | F: 10% | G: 15% | H: ? | I: -2%

compound: COc1ccc(Nc2c3c(nc4ccc(NC(=O)c5cc(Cl)ccc5OC)cc24)CCCC3)cc1OC
  A: ? | B: ? | C: 7% | D: -26% | E: -13% | F: -8% | G: · | H: ? | I: ?

Looked up above.
`OCCN1CCN(CC(O)COCC2COc3ccccc3O2)CC1` (stereo not given) – BAZ2B inh: -25%
`COc1ccccc1C(=O)NCc1nc2cccnc2n1Cc1ccc(F)cc1` – BLM inh: 1%

Three compounds drawn at random from those above:
Screens by letter: A = Pol beta inh; B = G9a inh; C = POLK inh; D = BAZ2B inh; E = BLM inh; F = Pol eta inh; G = APEX1 inh; H = JMJD2A Tudor inh; I = POLI inh
compound: O=C1c2ccccc2NC(c2ccc3c(c2)OCCO3)N1c1ccc2c(c1)OCCO2 (stereo not given)
  A: 2% | B: ? | C: -9% | D: -6% | E: -5% | F: 0% | G: 9% | H: -28% | I: 7%

compound: COc1cccc(NC(=O)C(C)n2c(=O)cc(C(F)(F)F)c3c(C)nn(C)c32)c1 (stereo not given)
  A: -20% | B: 5%[59 µM] | C: -19% | D: -11% | E: -7% | F: -3% | G: · | H: -15% | I: 8%

compound: O=C(COc1ccc(Br)cc1)N1CCc2ccccc21
  A: ? | B: 71µM* | C: -12% | D: 3% | E: -8% | F: -20% | G: -3% | H: 6% | I: 3%[58.9 µM]

Other structures follow.
Screens by letter: A = Pol beta inh; B = G9a inh; C = POLK inh; D = BAZ2B inh; E = BLM inh; F = Pol eta inh; G = APEX1 inh; H = JMJD2A Tudor inh; I = POLI inh
compound: COC(=O)Cc1[nH]n(-c2nc3ccccc3s2)c(=O)c1C(C)=Nc1ccc(C)cc1
  A: ? | B: 14µM* | C: -18% | D: 40µM* | E: -3% | F: -17% | G: 2% | H: 35µM* | I: -20%

compound: Cc1cc(C)nc(N2CCN(CC(=O)NCc3ccccc3)CC2)n1
  A: 24% | B: -1% | C: -24% | D: 9% | E: 2% | F: -17% | G: -1% | H: -10% | I: 7%

compound: COc1ccc(C(=O)Nc2c(O)ccc3ccccc23)cc1OC
  A: · | B: · | C: -17% | D: · | E: · | F: -18% | G: · | H: -21% | I: -28%[58.9 µM]

compound: O=C(C1CCCN(c2nnc(-n3cccc3)s2)C1)N1CCN(c2ccccc2)CC1 (stereo not given)
  A: -10% | B: 50µM* | C: 12% | D: ? | E: -2% | F: -12% | G: -3% | H: ? | I: -19%

compound: CC(C)(C)c1ccc(OC(=O)Cn2c(C(F)(F)F)nc3ccccc32)cc1
  A: 7% | B: ? | C: -10% | D: -29% | E: -2% | F: -16% | G: -3% | H: -13%[57.1 µM] | I: 3%

compound: COCC(C)OC(=O)c1c(N)n(CCCN2CCOCC2)c2nc3ccccc3nc12 (stereo not given)
  A: 0% | B: 3%[12.7 µM] | C: -11% | D: 4% | E: 7% | F: -16% | G: 0% | H: -9% | I: 2%

compound: CCNS(=O)(=O)c1ccc(NC(=S)NCc2ccco2)cc1
  A: -1% | B: 14µM* | C: 2% | D: -8% | E: 3% | F: -14% | G: -6% | H: -19% | I: 3%

compound: CCOC(=O)C1CCN(Cc2nnc(-c3ccccc3C)o2)CC1
  A: 3% | B: ? | C: 5% | D: 22% | E: 2% | F: -5% | G: 66%[activator] | H: -3% | I: -1%

compound: Nn1c(SCC(=O)Nc2ccccc2)nnc1-c1cccnc1
  A: -4% | B: ? | C: 2% | D: 7% | E: 1% | F: -1% | G: 7% | H: -19% | I: 25%

compound: CCCN1CCN(C(c2cc3cc4c(cc3[nH]c2=O)OCO4)c2nnnn2C(C)(C)C)CC1 (stereo not given)
  A: 17% | B: -13%[59 µM] | C: -9% | D: -7% | E: 1% | F: -12% | G: 11% | H: 1% | I: -5%

compound: O=C(CN1C2=NCCCN2c2ccccc21)c1cccc(Br)c1
  A: ? | B: ? | C: -11% | D: 6% | E: 25% | F: -14% | G: 21% | H: ? | I: 7%

compound: OCC1(c2cc(C(F)(F)F)n[nH]2)CCCCC1
  A: 16% | B: 1% | C: -8% | D: 0% | E: -5% | F: -3% | G: 0% | H: -10% | I: 27%

compound: CCOc1ccc2[nH]c(SCC(=O)OC)c([N+](=O)[O-])c2c1
  A: -25% | B: 4% | C: 2% | D: -20% | E: -2% | F: -9% | G: -3% | H: -9% | I: 45%[activator]

compound: CCOC(=O)CNC(=O)Cn1cnc2c(nnn2-c2ccccc2)c1=O
  A: 6% | B: 33% | C: -2% | D: -2% | E: -2% | F: -11% | G: 29% | H: -3% | I: 14%

compound: CCc1ccc(NC(=O)N(CCN2CCOCC2)Cc2ccc3c(c2)CCCN3CC)cc1
  A: -11% | B: 32µM* | C: -3% | D: ? | E: -9% | F: -20% | G: 2% | H: 22µM* | I: -5%

compound: CC(CN1CCOCC1)OC(=O)c1ccc(Cl)cc1Cl (stereo not given)
  A: 20% | B: ? | C: -1% | D: -1% | E: -9% | F: -7% | G: 7% | H: -5% | I: 0%

compound: COc1cc2c(cc1OC)-c1cc(Nc3ccccc3C)nc(=O)n1CC2
  A: ? | B: -17%[2.33 µM] | C: 4% | D: 0% | E: 1% | F: -14% | G: 41% | H: ? | I: 37%[activator]

compound: CCCOc1ccc(CC(=O)N/N=C\c2ccc(F)cc2)cc1
  A: -6% | B: 30%[59 µM] | C: -8% | D: -37% | E: -7% | F: 5% | G: 43% | H: -7% | I: 102%[activator]

compound: O=c1cc(N2CCc3ccccc3C2)[nH]c(=O)n1-c1ccc(Br)cc1
  A: 11% | B: 14% | C: 10% | D: -4% | E: -1% | F: -7% | G: -2% | H: -10% | I: -8%

compound: O=C(Nc1ccc(F)cc1)C1CCC(N2C(=O)c3ccccc3C2=O)CC1 (stereo not given)
  A: -1% | B: -21%[2.33 µM] | C: -3%[60.1 µM] | D: 2% | E: 0% | F: 14% | G: -3% | H: -13% | I: -6%

compound: O=C(COC(=O)CCC(=O)c1ccc(F)cc1)NC1CCCCC1
  A: · | B: · | C: -6% | D: · | E: · | F: 0% | G: 5% | H: -4% | I: 17%

compound: Brc1ccc(CN2CCCCCC2)cc1
  A: · | B: · | C: -4% | D: · | E: · | F: 2% | G: · | H: 28µM* | I: 117%[activator]

compound: CCOC(=O)C1=C(C)SC2=NS(=O)(=O)CCN21
  A: 19% | B: 28% | C: -4% | D: 2% | E: 0% | F: 12% | G: -1% | H: -9% | I: -11%

compound: COc1ccccc1C(=O)NCCOc1ccc(C(C)(C)C)cc1
  A: -1% | B: 71%[activator] | C: -1% | D: 14% | E: -11% | F: -22% | G: -4% | H: 24% | I: 28%

compound: O=C(Cn1c(=O)nc(-c2ccccc2)c2ccccc21)Nc1ccc(Cl)c(C(F)(F)F)c1
  A: 3% | B: -2%[12.7 µM] | C: 0%[60.1 µM] | D: 2% | E: -4% | F: -20% | G: · | H: 7% | I: -16%

compound: CCc1noc(C)c1C(=O)NNC(=O)c1nn(CC)c(=O)c2ccccc12
  A: · | B: 3%[0.501 µM] | C: -13% | D: 3% | E: · | F: -21% | G: 13% | H: 3% | I: 27%

compound: Cc1ccc(C)c(NC(=O)COC(=O)c2nn(C)c(=O)c3ccccc23)c1
  A: · | B: · | C: -11% | D: · | E: · | F: -13% | G: 18% | H: -12% | I: 42%[activator]

compound: C/C(CC(=O)Nc1cc(C)ccn1)=N\NC(=O)c1cccc(F)c1
  A: 3% | B: 15% | C: -27% | D: -21% | E: -6% | F: 0% | G: 35% | H: -5% | I: ?

compound: N#Cc1c(F)cccc1NCc1cccs1
  A: -10% | B: 60%[activator] | C: -3% | D: 21% | E: -3% | F: 4% | G: -1% | H: 24% | I: -15%

Screens: PubChem BioAssay, National Center for Advancing Translational Sciences (NCATS)
